Screening data deposited in PubChem BioAssay by several laboratories.
Vc quorum ag = inducers of Vibrio cholerae quorum light production without autoinducers, primary screen, BH1578 luxS cqsA deficient, single point | V. cholerae BH1578 lux reporter, luminescence, 6 h | activation, % at 18.7 µM | hit rate 0.16% among 350,000; in the data active means activation mostly above about 9.7%, no sharp cut-off; further: not every result past the cut was called active; inactives centre near 0; reference of the scale not given here
UGM FP inh = M. tuberculosis UGM enzyme inhibitors, primary screen, biochemical, fluorescence polarization, single point; inhibition, % at 10 µM; UDP-galactopyranose mutase (Mycobacterium tuberculosis (strain ATCC 25618 / H37Rv)), …; purified UGM, fluorescence polarization probe displacement; hit rate 0.06% among 320,000; AID 504406, 2011; in the data active means inhibition above about 10%, passing the limit was not always enough
Target sequence (P9WIQ1 whole entry, looked up): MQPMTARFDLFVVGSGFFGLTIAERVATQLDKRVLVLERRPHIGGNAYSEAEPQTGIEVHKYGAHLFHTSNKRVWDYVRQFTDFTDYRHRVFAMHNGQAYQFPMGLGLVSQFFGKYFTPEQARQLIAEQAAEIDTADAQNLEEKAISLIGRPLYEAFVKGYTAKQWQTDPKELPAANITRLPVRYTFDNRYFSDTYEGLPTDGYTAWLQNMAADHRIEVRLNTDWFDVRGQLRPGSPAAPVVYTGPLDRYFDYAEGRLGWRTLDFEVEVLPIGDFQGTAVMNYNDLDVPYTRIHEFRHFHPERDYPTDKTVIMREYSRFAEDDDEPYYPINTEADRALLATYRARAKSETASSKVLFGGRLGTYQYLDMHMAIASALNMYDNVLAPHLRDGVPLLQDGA
GDH-TPI inh = GDH-TPI coupling enzyme inhibitors, primary screen, artefact control for M. tuberculosis FBA inhibitor project, biochemical, absorbance, full deck | inhibition, % at 4.8 µM | hit rate 1.2% among 360,000 | GDH-TPI coupled enzyme counterscreen, NADH absorbance; in the data active means inhibition above about 30%;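 further: 0% = DMSO wells and 100% = wells lacking the enzyme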
Mtb BioA inh = M. tuberculosis BioA enzyme inhibitors, primary screen, biochemical, plate reader, single point, HTS; hit rate 0.096% among 360,000; AID 602481, 2012; purified M. tuberculosis BioA enzyme; 7,8-diaminopelargonic acid synthase BioA (Mycobacterium tuberculosis); inhibition, % at 9.99 µM; in the data active means inhibition above about 40%
VHR inh abs = VHR1 phosphatase inhibitors, primary screen, biochemical, absorbance, uHTS | recombinant VHR phosphatase, pNPP absorbance | inhibition, % at 13.3 µM | hit rate 0.52% among 290,000 | AID 1654, 2009; in the data active means inhibition above about 50%; further: some compounds called inactive have numbers as strong as hits
Target sequence (P51452 whole entry, looked up): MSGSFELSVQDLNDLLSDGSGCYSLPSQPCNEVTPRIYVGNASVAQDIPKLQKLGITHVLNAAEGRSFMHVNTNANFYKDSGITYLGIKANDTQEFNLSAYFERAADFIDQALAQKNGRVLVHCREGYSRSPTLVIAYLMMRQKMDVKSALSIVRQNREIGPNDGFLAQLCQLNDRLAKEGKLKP
Mtb FBA inh = Mtb FBA enzyme inhibitors, primary screen, biochemical, fluorescence, strain H37Rv. Fructose-bisphosphate aldolase (Mycobacterium tuberculosis (strain ATCC 25618 / H37Rv)), …. purified M. tuberculosis FBA, fluorescence read-out. inhibition, % at 1 µM. hit rate 2.3% among 360,000; in the data active means inhibition above about 27%;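 further: 0% = vehicle and 100% = reference inhibitor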
Target sequence (P9WQA3 whole entry, looked up): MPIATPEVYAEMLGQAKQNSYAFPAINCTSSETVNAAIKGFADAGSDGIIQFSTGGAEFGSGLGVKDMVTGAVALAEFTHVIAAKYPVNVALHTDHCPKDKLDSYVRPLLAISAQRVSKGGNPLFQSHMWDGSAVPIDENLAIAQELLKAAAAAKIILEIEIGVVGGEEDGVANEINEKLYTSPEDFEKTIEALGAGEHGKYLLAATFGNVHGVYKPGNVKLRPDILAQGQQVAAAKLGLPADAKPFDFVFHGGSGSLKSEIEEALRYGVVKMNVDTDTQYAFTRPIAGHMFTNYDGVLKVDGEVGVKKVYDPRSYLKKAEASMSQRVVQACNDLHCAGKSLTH
MazEF act = activators of E. coli MazEF toxin-antitoxin RNase, primary screen, biochemical, fluorescence, uHTS; Endoribonuclease toxin MazF (Escherichia coli (strain K12)), P0AE70; FAM/BHQ RNA-DNA oligo cleavage fluorescence, 5 h; activation, % at 20 µM; hit rate 0.32% among 350,000; in the data active means activation above about 50%
Target sequence (P0AE70 whole entry, looked up): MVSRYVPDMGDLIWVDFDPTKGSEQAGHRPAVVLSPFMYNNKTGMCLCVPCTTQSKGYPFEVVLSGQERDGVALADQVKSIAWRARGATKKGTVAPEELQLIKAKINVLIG
Rv3671c inh = Rv3671c serine protease inhibitors, primary screen, biochemical, fluorescence polarization, M. tuberculosis H37Rv. inhibition, % at 5.96 µM. hit rate 0.048% among 320,000. P9WHR9; in the data active means inhibition above about 38%;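 further: extracellular domain of Rv3671c used as enzyme; 0% = enzyme with DMSO and 100% = no enzyme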
SARS 3CLpro inh = SARS-CoV 3CLpro protease inhibitors, primary screen, biochemical, quenched FRET. Replicase polyprotein 1ab (Severe acute respiratory syndrome coronavirus), P0C6X7. recombinant SARS-CoV 3CLpro, quenched FRET peptide cleavage. inhibition, % at 6 µM. AID 1706, 2009. hit rate 0.14% among 290,000; in the data active means inhibition above about 12%
SSB-PriA inh = inhibitors of Klebsiella pneumoniae PriA binding to SSB C-terminal tail, primary screen, biochemical, AlphaScreen. PriA–SSB C-terminal tail interaction (Klebsiella pneumoniae). AlphaScreen SSBct-PriA binding, biotinylated peptide. inhibition, % at 33 µM. hit rate 0.6% among 430,000. AID 1272365, 2023; in the data active means inhibition mostly above about 37%, no sharp cut-off; inactive means mostly below about 20%;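 further: plate controls were negative control peptide for no effect and reference peptide for full effect; strong numbers were not always called active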
* = called active by the depositor; i = inactive; · = no result given; & = joins results of further samples.

Start of the data: the first 2 compounds, ahead of the listing:
SMILES	Vc quorum ag	UGM FP inh	GDH-TPI inh	Mtb BioA inh	VHR inh abs	Mtb FBA inh	MazEF act	Rv3671c inh	SARS 3CLpro inh	SSB-PriA inh
O=C(CC1NCCNC1=O)Nc1ccc(Cl)c(Cl)c1 (centres undefined)	i	-0.6	-2	1.2	36	-1	-4	9	1	-5
Cc1ccc(NC(=O)COC(=O)c2cc(Cl)ccc2[N+](=O)[O-])c(C)c1	-0.2	-1.2	6	·	-7	-2	-1	-3	2	-3

All compounds of this part, from the start:
SMILES	Vc quorum ag	UGM FP inh	GDH-TPI inh	Mtb BioA inh	VHR inh abs	Mtb FBA inh	MazEF act	Rv3671c inh	SARS 3CLpro inh	SSB-PriA inh
O=C(CC1NCCNC1=O)Nc1ccc(Cl)c(Cl)c1 (centres undefined)	i	-0.6	-2	1.2	36	-1	-4	9	1	-5
Cc1ccc(NC(=O)COC(=O)c2cc(Cl)ccc2[N+](=O)[O-])c(C)c1	-0.2	-1.2	6	·	-7	-2	-1	-3	2	-3
CCn1nc(C)c(NC(=O)Nc2cccc(Cl)c2Cl)c1C	-0.1	-2.9	3	·	21	0	1	-5	1	-9
S=c1[nH]nc(CSCc2ccc(Cl)cc2Cl)n1-c1ccccc1	1.8	-2.0	-11	2.5	-4	3	4	1	9	-4
O=C(c1cc2cc(Br)ccc2s1)N1CCOCC1	1.5	-1.5	4	·	24	2	6	2	0	-9
CC(=O)c1cn(N2CCCCC2)c(=O)[nH]c1=O	-1.6	0.2	13	0.2	·	8	2	6	2	8
COc1ccccc1N(CC(=O)Nc1ccc(C(F)(F)F)cc1)S(C)(=O)=O	0.5	2.9	-7	·	11	6	8	2	2	-14
O=C(O)c1ccc(OCCOc2ccccc2)cc1	i	4.1	0	5.9	10	0	9	-13	1	2
CCOc1ccc(-c2nnc3ccc(SCC(=O)NCc4ccco4)nn23)cc1	i	1.8	6	-0.6	23	-1	-8	1	4	-3
COCc1c(C(=O)OCC(=O)N(C)C2CCS(=O)(=O)C2)oc2ccccc12 (centres undefined)	-1.9	-1.4	-1	-1.1	·	9	-19	-6	·	-1
NC(=O)c1[nH]cnc1N	-0.1	2.6&0.4	-1&-10	-1.1&-0.2	-6&-35	-1&1	6&2	2&1	-4&-3	2
COc1cc(C(=O)N2CCC3(CC2)NCCc2[nH]cnc23)cc(OC)c1OC	i	-0.9	10	-2.6	23	-4	1	-2	-8	-3
CCOc1ccc(N=Cc2c(O)n(-c3cc(C)cc(C)c3)c(=O)[nH]c2=O)cc1	i	1.7	22	·	13	-4	5	-1	-3	0
Cc1c(C(=O)N/N=C/c2ccccc2)[nH]c2c([N+](=O)[O-])cccc12	-0.8	1.2	5	-1.7	6	0	7	-2	-9	i
CSc1n[nH]c2nc3c(c(=O)n12)C1(CCCC1)Cc1ccccc1-3	-0.1	4.3	16	-0.8	-2	19	7	-10	-2	0
C#CC[N+]1(CC#Cc2ccccc2)CCCCC1	-1.6	-0.7	-2	·	25	8	8	4	-4	-1
Cc1ccc(C2(CC(=O)N3CCCC3)CCOC(C(C)C)C2)cc1 (centres undefined)	-0.3	0.0	-2	1.3	0	0	-7	-3	-3	-2
O=C(Nc1cc(-c2nc3ncccc3o2)ccc1Cl)c1cccs1	-1.6	1.4	0	-0.3	73	-1	6	0	3	-8
O=C(Cc1ccc(F)cc1)N[C@@H]1c2ccccc2CC[C@@H]1O	0.0	·	12	-0.7	·	-2	5	·	·	-9
O=C(NC(=S)Nc1ccc(CN2CCOCC2)cc1)c1ccc([N+](=O)[O-])cc1Cl	-0.3	3.3	4	·	18	2	3	2	-4	15
O=[N+]([O-])c1cc(S(=O)(=O)Oc2ccccc2)ccc1Cl	-0.8	·	0	·	·	5	-28	·	·	34
CC/C(=N\NC(=S)NC(C)C)c1ccc(OC)c(OC)c1	-0.3	-1.5	13	·	26	2	-1	1	2	·
O=C(N/N=C/C=C/c1ccccc1)c1ccccn1	-0.5	-4.6	35*	·	1	65*	13	6	-3	i
O=C(c1ccc(C(F)(F)F)cc1)c1c[nH]c(C(=O)NCCCn2ccnc2)c1	i	-1.2	4	-1.0	25	-1	-6	-2	5	15
Cc1ccc2[nH]c(=O)c3cc(C(=O)NCCC(C)C)sc3c2c1	-1.9	-1.8	-3	1.0	-2	15	-27	·	2	-4
CC(=O)N1CCc2c(sc(NC(=O)c3ccc([N+](=O)[O-])o3)c2C#N)C1	-0.6	·	16	2.7	18	-8	0	·	-1	0
Fc1ccc(C(c2nnnn2C2CCCC2)N2CCN(Cc3ccncc3)CC2)cc1 (centres undefined)	-0.5	0.1	6	3.3	15	5	5	2	1	-20
Cc1nn(C)c(C)c1C(=O)NN	i	0.0	8	-0.8	2	0	6	6	4	-8
CN(C(=O)COC(=O)c1n[nH]c2ccccc12)C1CCS(=O)(=O)C1 (centres undefined)	-0.2	-3.0	8	·	18	1	6	-11	5	-4
COc1ccc2cc(-c3[nH]ncc3CN3CCCC3c3nonc3C)ccc2c1 (centres undefined)	i	-1.2	17	-0.6	14	6	-12	-7	0	5
CC(C)CC1C(C#N)=C(N)SC(N)=C1C#N	-0.3	1.7	9	-4.6	-13	5	-90	-9	1	-16
O=C(/C=C/c1cc(Br)ccc1F)Nc1cccnc1	-0.4	-0.8	12	32	-3	3	-3	-29	-2	2
CCCCN1C(=O)C(CC(=O)NCc2cccc3ccccc23)CC(C(=O)N2CCOCC2)=C1C (centres undefined)	-0.5	·	0	0.7	·	0	4	·	·	·
COCCn1c(=O)c2c(nc3n2CCCN3Cc2ccccc2)n(C)c1=O	0.0	-0.2	-2	6.2	10	-3	5	-7	0	-6
CCn1c(=S)sc2c(=O)n(CC(=O)Nc3ccccc3)c(C)nc21	-0.3	0.7	24	0.2	17	-1	-1	1	1	-10
O=c1c(Cl)c(Cl)cnn1Cc1ccccc1Cl	·	0.3	·	·	-1	·	8	-2	1	2

An excerpt of these results, as comma-separated lines:
SMILES,Vc quorum ag,UGM FP inh,GDH-TPI inh,Mtb BioA inh,VHR inh abs,Mtb FBA inh,MazEF act,Rv3671c inh,SARS 3CLpro inh,SSB-PriA inh
CCn1c(=S)sc2c(=O)n(CC(=O)Nc3ccccc3)c(C)nc21,-0.3,0.7,24,0.2,17,-1,-1,1,1,-10
O=c1c(Cl)c(Cl)cnn1Cc1ccccc1Cl,·,0.3,·,·,-1,·,8,-2,1,2

The results go on.
SMILES	Vc quorum ag	UGM FP inh	GDH-TPI inh	Mtb BioA inh	VHR inh abs	Mtb FBA inh	MazEF act	Rv3671c inh	SARS 3CLpro inh	SSB-PriA inh
O=C(Nc1ccc(S(=O)(=O)NC2=NCCCCC2)cc1)c1cccc(OC(F)F)c1	-5.9	·	4	0.4	·	7	4	·	·	·
COc1ccccc1NS(=O)(=O)c1ccc(C(=O)N2CCCC(C)C2)cc1 (centres undefined)	i	3.1	1	16	16	-2	2	2	-2	-4
COC(=O)c1sc(-c2ccc(C(C)(C)C)cc2)cc1NC(=O)CCC(=O)O	-0.8	-1.7	30	5.3	20	14	0	-12	8	12
COc1ccc(N2CCN(Cc3nnc(-c4ccccc4)o3)CC2)cc1	i	-0.8	0	·	21	3	0	-1	7	5
CC(=O)NC(Cc1cccc(F)c1)C(=O)NC1CCN(c2nnnn2-c2ccccc2)CC1 (centres undefined)	-0.2	-2.0	-1	·	16	4	4	-5	3	-9
COc1ccc(-c2cc(C(=O)N3CCCCCC3)c3ccccc3n2)c(OC)c1	-0.4	-3.6	11	-0.1	2	4	1	-8	3	-1
COc1ccc(NCc2cccnc2)cc1	0.4	0.0	11	-3.1	26	0	11	-5	-4	0
COC(=O)[C@@]1(Cc2ccc(F)cc2)[C@H]2c3cc(C(=O)N(C)C)n(Cc4nc5ccccc5[nH]4)c3C[C@H]2CN1C(=O)c1ccccc1	·	1.8	·	·	-18	·	-4	-3	0	14
Cc1cc(C)cc(C(=O)N(Cc2ccco2)c2c(N)n(Cc3ccccc3)c(=O)[nH]c2=O)c1	-0.6	1.6	-3	0.1	·	2	5	-12	·	-2
C[C@H]1CN([C@@H](C)CO)C(=O)c2cccc(NC(=O)C3CC3)c2O[C@H]1CN(C)C(=O)Nc1ccc2c(c1)OCO2	i	-0.1	3	-4.5&-4.5	·	-2	3	-120	·	-4
CCOC(=O)N1CCN(C(=O)c2cc3c(ccc4ccccc43)oc2=O)CC1	·	-1.1	14	0.5	20	49*	0	-2	-1	-12
Cn1cnc([N+](=O)[O-])c1NC(C)(C)C	i	-0.6	6	2.3	14	2	12	0	0	-19
Cc1c(Br)c([N+](=O)[O-])nn1CC(=O)Nc1sc2c(c1C(=O)OC(C)C)CCCC2	i	0.4	-2	1.1	24	-3	2	-7	1	-5
CCSc1nnc(-c2ccc(Cl)cc2Cl)o1	-0.5	1.3	5	1.0	-13	0	5	4	-1	-38
COc1cc2ccccc2cc1C(=O)NC1CCCCC1	-0.3	-0.4	3	-2.4	·	5	-10	2	·	-5
CCN1C(=O)CCCc2ccccc21	0.7	1.4	1	-1.6	13	0	4	0	0	9
CC(C)(C)CC(=O)O/N=C(\N)c1ccncc1	-1.4	-3.3	-8	·	5	-1	1	10	2	i
N#Cc1ccccc1N1CCN(C(=O)c2ccc(NC(=O)c3ccc(Br)o3)cc2)CC1	i	-3.3	4	-1.9	·	5	-4	-12	·	5
COc1cccc(N/C=C/C(=O)c2ccc(Cl)cc2)c1	-0.4	3.0	-3	-1.7	0	0	-8	-9	1	-18
COc1ccc(C)cc1NC(=O)CN(C)S(=O)(=O)c1ccc2c(c1)CC(C)N2C(C)=O (centres undefined)	-0.3	2.2	-4	0.7	-20	-3	-3	1	-1	-14
COCCCn1c(SCC(=O)NC2CCCC2)nnc1-c1ccncc1	-0.2	1.2	-6	2.4	30	0	5	-16	-6	2
Cc1c(NC(=O)C2CC(c3ccc(F)cc3)=NO2)c(=O)n(-c2ccccc2)n1C (centres undefined)	-0.4	1.8	-10	-0.5	-13	1	9	1	0	-2
O=C(CNC(=O)c1ccc(Br)o1)NNC(=O)c1ccccc1O	i	-2.0	8	-2.3	·	8	-5	12	·	-14
CN1CCN(S(=O)(=O)c2ccc(C(=O)Nc3ccccc3)cc2)CC1	-0.5	-2.2	6	1.5	25	2	1	-2	-1	-18
O=C(O)c1ccc(CSc2nnc(-c3ccncc3)n2CC2CCCO2)cc1 (centres undefined)	i	0.6	6	-2.9	3	-1	-3	-1	3	-10
CCOCCCNC(=O)c1ccc(OC)cc1	i	-0.7	8	-1.5	4	-1	0	-3	4	-9
COc1ccc(OC)c(S(=O)(=O)NCCOC23CC4CC(CC(C4)C2)C3)c1	1.0	-0.2	-17	1.7	7	4	2	-7	1	-1
CN(Cc1ccc(-n2cccn2)cc1)Cc1nc(-c2cnccn2)no1	i	2.2	10	·	22	1	0	4	5	-5
O=C(NCC1CCN(Cc2ccc(F)cc2)CC1)Nc1cc(F)ccc1F	-1.2	-0.4	1	5.4	-16	-3	12	-8	-1	-7
O=C(O)c1cccc2c1NC(C(=O)O)C1CC(Sc3ccccc3[N+](=O)[O-])C(Cl)C21 (centres undefined)	i	-0.9	12	7.6	-2	-14	-3	50*	3	38
COc1ccc(N(CC(=O)Nc2cccc3ccccc23)S(C)(=O)=O)c(OC)c1	1.8	1.2	3	1.5	13	-2	-25	-9	0	1

The list is partial; the hit share may differ from the screen's.
